Source: PubChem BioAssay (National Center for Advancing Translational Sciences (NCATS))
p53 reactivator: re-activators of mutant p53. hit rate 0.063% among 320,000. AID 504706. H1299 p53-A138V BP100-luciferase reporter, luminescence, 24 h. Potency, µM (highest dose often 92.2 µM), inactives show top-dose activity change, positive = activation, hits mostly activators; also: potency is read from the fitted curve at half-maximal effect; % of control where 0% means no effect; nearly all actives have a fitted effect of over 45% in size
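p53-null H1299 cells stably carrying temperature-sensitive p53-A138V and a BP100-luciferase reporter were pinned with compounds (4-point, 1:5 series) and held 24 hrs at 37 deg C. Luminescence was read 10 min after detection reagent.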
ELG1 genotoxic: induces genotoxicity in HEK293T cells with luciferase-tagged ELG1; HEK293T ELG1-luciferase reporter, luminescence, 16 h; Potency, µM (titrated, usually from 46 µM), inactives show top-dose activity change, positive = activation, hits mostly activators; hit rate 1.3% among 330,000; AID 504466; also: potency is read from the fitted curve at half-maximal effect; % of control where 0% means no effect; nearly all actives have a fitted effect of over 60% in size
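Quantitative HTS format in 1536-well plates. HEK293T ELG1-luciferase reporter cells receive test compound and are incubated 16 hr at 37 °C, 5% CO2; ONE-Glo added, 30 min room temperature, then luminescence read.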
Rab9 prom act: activators of Rab9 promoter | Huh7 Rab9 promoter-luciferase reporter, luminescence, 24 h | Potency, µM (top dose mostly 9.22 µM), for inactives: top-dose activation, negative = inhibition, hits mostly activators | hit rate 2.8% among 320,000; also: potency is read from the fitted curve at half-maximal effect; % of control where 0% means no effect; nearly all actives have a fitted effect of over 60% in size
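Steps: seed 1500 Huh7 Rab9-luc cells per well, rest 2 h at 37 °C; add compound in DMSO; incubate 24 h; add luciferase reagent, 10 min ambient; read luminescence.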
ELG1 repair inh: blocks ELG1-dependent DNA repair in HEK293T cells | hit rate 2.3% among 330,000 | Potency, µM (highest dose often 46.1 µM), for the others: at the top dose activity change, negative = inhibition, actives largely listed as inhibitors | HEK293T ELG1-luciferase reporter, luminescence, 16 h; DNA damage induced by 5-fluorouridine; also: potency is read from the fitted curve at half-maximal effect; % is scaled to controls: 0 for no effect and ±100 for the full control effect; nearly all actives have a fitted effect of over 55% in size
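Overnight (16 hr) co-exposure of 2,000 cells/well to 5-fluorouridine and compound at 37 °C preceded detection. Luciferase was quantified via ONE-Glo luminescence; loss of signal denotes inhibition.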
Tb PFK block: blocks T. brucei phosphofructokinase; Potency, µM (highest dose often 57.5 µM), inactives show at the highest dose activity, negative = inhibition, usual class: inhibitors; O15648; T. brucei PFK, ADP-Glo luminescence; hit rate 0.17% among 330,000;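 also: potency is read from the fitted curve at half-maximal effect; 0% = uninhibited 1x PFK enzyme wells and -100% = no-enzyme wells; nearly all actives have a fitted effect of over 60% in size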
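Activity is normalized to no-enzyme wells (full inhibition) and 1.25 nM enzyme wells (no inhibition). Reaction: 0.5 mM F6P, 0.1 mM ATP, 45 min RT, ADP-Glo luminescence; concentration-response curves fitted and classed by quality.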
NPC1 promoter act: NPC1 promoter activation. Huh7 NPC1 promoter luciferase reporter, 24 h. Potency, µM (top dose mostly 9.22 µM), for inactives: top-dose activation, usual class: activators. hit rate 2.4% among 320,000;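 also: potency is read from the fitted curve at half-maximal effect; % of control where 0% means no effect; nearly all actives have a fitted effect of over 60% in size; reporter is driven by a mutant NPC1 promoter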
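Quantitative HTS used a cell-based reporter: Huh7 cells stably bearing the NPC1 promoter upstream of luciferase were treated with compounds for 24 h, and promoter activation was read as luminescence.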
FLuc modulator: inhibits or activates purified firefly luciferase, miR-21 counter-screen; purified FLuc, Km substrates, luminescence inhibition; Potency, µM (doses to about 57.5 µM), inactives show top-dose activity change, negative = inhibition, usual class: inhibitors; P08659; hit rate 6.9% among 360,000;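 also: potency is read from the fitted curve at half-maximal effect; plate controls were vehicle for no effect and reference inhibitor for full effect; nearly all actives have a fitted effect of over 55% in size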
Target sequence (P08659 whole entry, looked up): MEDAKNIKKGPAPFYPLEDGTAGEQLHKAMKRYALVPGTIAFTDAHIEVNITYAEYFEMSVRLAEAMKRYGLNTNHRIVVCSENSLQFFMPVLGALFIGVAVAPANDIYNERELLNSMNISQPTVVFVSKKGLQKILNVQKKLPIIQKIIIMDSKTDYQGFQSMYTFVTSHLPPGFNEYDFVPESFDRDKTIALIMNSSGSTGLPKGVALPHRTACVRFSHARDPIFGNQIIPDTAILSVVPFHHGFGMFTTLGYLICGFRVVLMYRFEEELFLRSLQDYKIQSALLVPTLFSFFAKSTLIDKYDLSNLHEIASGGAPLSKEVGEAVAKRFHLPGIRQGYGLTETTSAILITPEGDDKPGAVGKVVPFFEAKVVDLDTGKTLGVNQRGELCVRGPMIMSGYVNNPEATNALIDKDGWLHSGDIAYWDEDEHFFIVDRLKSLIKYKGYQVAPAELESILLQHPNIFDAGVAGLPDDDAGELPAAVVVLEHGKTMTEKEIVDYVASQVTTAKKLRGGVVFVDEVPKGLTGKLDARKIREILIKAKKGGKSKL
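Purified P. pyralis luciferase, 10 nM final, with Km-level 10 uM D-luciferin and 10 uM ATP in 50 mM Tris acetate pH 7.5, 10 mM Mg acetate, 0.01% Tween-20, 0.05% BSA; 6-point qHTS titration about 60 µM downward; luminescence read.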
VP16 counter: counter-screen for ROR gamma inhibitors: Gal4-VP16 reporter. Drosophila S2 Gal4-VP16 UAS-luciferase, luminescence, 20 h. hit rate 3.5% among 310,000. Potency, µM (highest dose often 53.6 µM), without a hit: at the highest dose activity, negative = inhibition, most hits filed as inhibitors;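 also: Gal4-VP16 expression switched on by copper sulfate through the metallothionein promoter; potency is read from the fitted curve at half-maximal effect; % is scaled to controls: 0 for no effect and ±100 for the full control effect; nearly all actives have a fitted effect of over 50% in size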
BRCA1 expr up: activators of BRCA1 expression | MCF7-BRCA1-FFLuc reporter, luminescence, 48 h; response scale: scaled: vehicle 0%, 10 µM genistein 100% | Potency, µM (top dose mostly 46.1 µM), for the others: top-dose activation, actives largely listed as activators | hit rate 1.1% among 380,000; also: potency is read from the fitted curve at half-maximal effect; nearly all actives have a fitted effect of over 80% in size; some results filed as inactive show a strong effect at the top dose
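Using MCF7 cells harboring a BRCA1 firefly luciferase reporter, plated 2 h before compound pinning, the screen measured luminescence after 48 h incubation. Responses were normalized to DMSO and 10 microM genistein, then fitted for concentration-effect.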
TRPV1 agonist: human TRPV1 agonism. Q8NER1. TRPV1-expressing cells, Fluo-8 calcium influx, agonist mode. activation, % at 8.33 µM. hit rate 0.19% among 320,000; in the data active = activation above about 80%; inconclusive = between about 30% and that limit; also: 0% is about no effect
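Cells expressing TRPV1 were dye-loaded with Fluo-8 and read kinetically: 10 s baseline, 3 min after compound (agonist portion), then 2 min after EC20 capsaicin (allosteric enhancer portion). Calcium-bound dye fluorescence at 480/520 nm.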
RORgamma inh: blocks mouse ROR gamma transcriptional activity; Drosophila S2 Gal4-RORgamma UAS-luciferase reporter, 20 h; P51450; Potency, µM (highest dose often 53.6 µM), for inactives: at the highest dose activity change, negative = inhibition, most hits filed as inhibitors; hit rate 5.4% among 310,000; also: potency is read from the fitted curve at half-maximal effect; % is scaled to controls: 0 for no effect and ±100 for the full control effect; nearly all actives have a fitted effect of over 60% in size
Target sequence (P51450 whole entry, looked up, the tested form may be a part): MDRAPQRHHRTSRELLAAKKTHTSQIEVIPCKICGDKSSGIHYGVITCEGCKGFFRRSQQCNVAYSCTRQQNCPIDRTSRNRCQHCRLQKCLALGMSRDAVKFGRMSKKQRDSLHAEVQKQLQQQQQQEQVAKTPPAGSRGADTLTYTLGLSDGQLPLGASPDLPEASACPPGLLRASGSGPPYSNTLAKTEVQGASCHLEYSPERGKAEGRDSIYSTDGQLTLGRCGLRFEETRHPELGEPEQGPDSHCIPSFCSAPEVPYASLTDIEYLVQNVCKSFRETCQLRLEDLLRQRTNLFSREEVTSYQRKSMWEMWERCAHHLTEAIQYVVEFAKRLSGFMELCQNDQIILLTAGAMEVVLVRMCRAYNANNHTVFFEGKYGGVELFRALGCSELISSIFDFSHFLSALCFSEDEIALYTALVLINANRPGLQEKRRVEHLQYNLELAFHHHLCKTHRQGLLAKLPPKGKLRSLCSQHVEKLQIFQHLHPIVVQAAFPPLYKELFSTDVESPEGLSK
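Stable Schneider cell line, Gal4 DNA-binding domain fused to ROR gamma, UAS-luciferase. Cmpd 1 hr RT → CuSO4 700 uM final → 20 hr RT → luciferase reagent 10 min → luminescence.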
Starred values were filed as active, the others as inactive; ? = inconclusive; nt = no result given; [ ] = dose if it differs, or a comment. Unless noted, calls follow the shape of the dose curve; as a rule, active = well fitted curve in the direction sought with a large enough effect; inconclusive = small, poorly fitted or top-dose-only effect, or another doubt; inactive = no such curve, though single readings can be large; an effect the other way counts as inactive or inconclusive.

smiles	Tb PFK block	p53 reactivator	NPC1 promoter act	ELG1 repair inh	RORgamma inh	Rab9 prom act	FLuc modulator	BRCA1 expr up	VP16 counter	ELG1 genotoxic	TRPV1 agonist
CCOCCCNC(=O)CS(=O)(=O)Cc1nc(-c2cccc(OC)c2)oc1C	-3%	-1%	1%	0%	-3%	-8%	2%	12%	5%	-1%	2
Cc1nc2ccc(Oc3ccccc3)cc2s1	-15%	6%	15%	?	nt	12%	17µM*	31%	nt	5%	26
Cc1ncoc1C(=O)NC1CC(C)(C)Cc2c1cnn2-c1ccccc1 (centres undefined)	-4%	2%	-1%	11%	42%	-1%	6%	-12%	0%	11%	?
Cc1coc2c1c(C)cc1oc(=O)c(Cc3ccccc3)c(C)c12	-1%	-4%	-1%	24%	-2%	-1%	-6%	-1%	-7%	-1%	20
CCOc1ccccc1NC(=O)CSc1nc2c(c(=O)n(C)c(=O)n2C)n1C	0%	-4%	0%	3%	-7%	-1%	0%	-8%	8%	-1%	-1
O=C(CNC(=O)Cc1ccccc1)NCc1cccs1	5%	12%	1%	6%	nt	0%	0%	4%	nt	2%	-2
Cc1ccc(CN(C(=O)c2ccco2)C2CCS(=O)(=O)C2)cc1 (centres undefined)	0%	-4%	-4%	-2%	28%	5%	3%	-14%	-12%	4%	-1
Cc1cccc(NC(=O)c2cc3ccccc3o2)c1	-6%	?	1.3µM*	?	22%	1.4µM*	3.8µM*	77%	6.3µM*	21µM*	?
Cc1cc(NC(=O)CCC(=O)N(CCC(C)C)C(C(=O)NC2CCCC2)c2cccnc2)no1 (centres undefined)	3%	6%	1%	1%	29%	11%	-1%	-9%	-2%	-2%	5
N/C(=N\OC(=O)c1ccc(Cl)cc1)c1cccnc1	3%	?	17%	?	16%	3%	1.3µM*	?	8%	8.9µM*	?
COc1ccc(OC)c(NC(=O)Cn2cc(C(=O)c3ccco3)c3ccccc32)c1	18%	-5%	1%	?	?	-2%	0%[2.3 µM]	-1%	2%	-16%	3
COc1cc(OC)nc(NC(=O)CSc2nc3ccccc3o2)n1	-1%	4%	1%	5%	-1%	-4%	-1%	-27%	-17%	-2%	2
Cc1cc(NC(=O)COC(=O)c2c(C)noc2C)ccc1Br	-2%	2%	-1%	-6%	28%	16%	-1%	0%	5%	-5%	2
CCOC(=O)N1CCN(C(=O)c2cc3c(ccc4ccccc43)oc2=O)CC1	1%	-7%	-1%	-11%	?	9%	4%	7%	7%	-2%	5
C=CCN1C(=O)S/C(=C/c2ccsc2)C1=O	-1%	?	2%	?	?	16%	19µM*	4%	9%	?	10
Cc1ccc(NC(=S)C2=C(O)c3sccc3N(C)S2(=O)=O)cc1	5%	5%	0%	4%	13µM*	-4%	?	-30%	16µM*	-2%	-4
C[C@]12CCC(=O)CC1CCC1C2CC[C@@]2(C)C1CC[C@@]21CCO1 (some centres undefined)	7%	2%	-2%	-14%	1%	-4%	-2%	-81%	-7%	-10%	12
Oc1c(C(c2cccc(F)c2)N2CCN(Cc3ccccc3)CC2)sc2ncnn12 (centres undefined)	1%	?	-6%	-3%	-9%	-1%	0%	-13%	24%	3%	3
NC(=O)CCS(=O)(=O)c1ccccc1	1%	0%	6%	4%	-16%	4%	-1%	1%	-1%	0%	-2
Cc1cccc(NS(=O)(=O)c2cc(C(=O)N3CCCCCC3)ccc2C)c1	1%	-2%	-1%	-4%	13%	-1%	-1%	-33%	-10%	-9%	-1
CC(=O)N1CCN(S(=O)(=O)c2c(F)cc(F)c(Cl)c2F)CC1	1%	-1%	-2%	11%	-2%	-3%	-1%	-10%	15%	3%	-1
Cc1ccc(C)c(OCC(=O)Nc2cc(NC(=O)COc3cc(C)ccc3C)cc(C(=O)O)c2)c1	?	?	10%	?	?	12%	?	30%	-13%	6%	1
COc1ccc(Cl)cc1C(Nc1cccnc1)c1ccc2cccnc2c1O (centres undefined)	-1%	8%	-5%	-11%	1.1µM*	12%	-1%	-99%	2.2µM*	?	-4
COc1ccc(N2CCCn3c2nc2c3c(=O)n(CCN3CCOCC3)c(=O)n2C)cc1	4%	?	-1%	0%	6%	5%	-3%	3%	0%	?	-1
COc1ccc2cc(C(=O)N3CCC(Cc4ccccc4)CC3)[nH]c2c1	0%	1%	?	?	45%	19%	?	?	6%	3%	6
Cc1cc(C)c(NC(=O)CCCCCNC2CCCCC2)c(C)c1	1%	nt	3%	-3%	-40%	-2%	0%	-23%	0%	0%	-2
NC(=O)N/N=C/c1cc(F)cc(F)c1	1%	-2%	-3%	2%	4%	-5%	-3%	5%	2%	3%	-1
O=C(CSc1ccc(/C=N/NC(=O)c2cccc(F)c2)o1)Nc1ccccc1	0%	20%	0%	-1%	?	-1%	?	4%	20%	2%	nt
Cc1sc2ncnc(N3CCC(C(=O)Nc4nc5ccc(Cl)cc5s4)CC3)c2c1C	0%	26%	-3%	?	nt	23%	15µM*	-11%	nt	?	-1
Cc1ccc(C(=O)Oc2ccc(C(=O)COC(=O)c3cnccn3)cc2)cc1	4%	0%	-4%	2%	-7%	0%	3%	6%	0%	6%	-2
N#Cc1nc(-c2ccco2)oc1N1CCOCC1	0%	-7%	-3%	-1%	-28%	0%	0%	-35%	-5%	0%	-1
C=CCOc1c(CNc2cccc(C(=O)O)c2)cccc1OCC	2%	7%	10%	24%	4%	3%	-14%	27%	13%	7%	7
CC1CCN(C(=O)CSc2nncn2C)CC1	-2%	-1%	0%	-5%	3%	-6%	1%	1%	-12%	0%	0
CCC(C)(C)n1nnnc1C(c1ccc(F)cc1)N1CCN(C(=O)c2ccco2)CC1 (centres undefined)	3%	6%	-4%	0%	23%	0%	2%	-3%	-5%	-8%	2
CCOC(=O)CN(C(=O)CSc1nnc2c(n1)[nH]c1c(C)cc(C)cc12)c1ccccc1	-2%	4%	-2%	16µM*	17%	-1%	1%	nt	-11%	-13%	2
O=C(c1cccc(F)c1)N1CCN(c2ccc([N+](=O)[O-])c(N3CCOCC3)c2)CC1	0%	1%	-2%	5%	5%	-1%	0%	-11%	-6%	-1%	1
Cc1noc(C)c1CSCC(=O)N1CCN(c2ccc(F)cc2)CC1	-2%	-3%	0%	11µM*	?	-7%	1%	-27%	?	-14%	2
COc1ccc(OC)c(NC(=O)CSc2nc(=O)n(CCN3CCOCC3)c3c2CCCC3)c1	-4%	-7%	-6%	1%	nt	-3%	2%	13%	nt	4%	-3
O=C(Cn1nnc(-c2ccccc2-n2cnnn2)n1)NCc1ccccc1	-16%	-5%	11%	6%	-12%	7%	-2%	27%	-4%	2%	-2
COC(=O)c1ccccc1NC(=O)CSc1[nH]c(=O)cc(C)c1C#N	1%	-2%	-4%	?	-1%	-5%	?	-17%	2%	0%	1
O=C(Nc1ccccc1SCC1CSc2nc3ccccc3c(=O)n21)c1ccccc1 (centres undefined)	4%	4%	-2%	7%	1%	0%	-4%	-23%	-3%	-2%	0
O=C(O)CC1(CC(=O)NCc2cc(F)cc3c2OCOC3)CCCCC1	4%	-2%	-1%	?	3%	7%	-3%	-2%	-1%	-2%	nt
Cn1c2ccccc2c(=O)c2c(=O)n(Cc3ccco3)c(-c3ccc(Cl)cc3Cl)nc21	0%	-3%	-3%	-27%	0%	0%	-4%	nt	-6%	-9%	-1
O=C(Nc1ccc2c(c1)OCCO2)c1cccc(S(=O)(=O)N2CCOCC2)c1	1%	15%	?	?	?	4.5µM*	?	10µM*	4%	?	?
O=[N+]([O-])c1cc(Cl)ccc1N1CCN(c2cccc(C(F)(F)F)c2)CC1	1%	4%	-6%	-5%	?	-2%	0%	-55%	-20%	-5%	1
Cc1ccc(-c2nc(CS(=O)CC(=O)NC3CCCC3)c(C)o2)cc1 (centres undefined)	-2%	-7%	-1%	0%	-17%	0%	-7%	-9%	1%	-1%	2
O=C(CN1C(=O)NC2(CCCC2)C1=O)NNC(=O)c1ccc(Cl)cc1	-5%	0%	0%	5%	nt	-3%	-3%	2%	nt	0%	1

Full records from above. Screens in order: Tb PFK block	p53 reactivator	NPC1 promoter act	ELG1 repair inh	RORgamma inh	Rab9 prom act	FLuc modulator	BRCA1 expr up	VP16 counter	ELG1 genotoxic	TRPV1 agonist
Entry for `COc1ccc(OC)c(NC(=O)CSc2nc(=O)n(CCN3CCOCC3)c3c2CCCC3)c1` : -4%	-7%	-6%	1%	nt	-3%	2%	13%	nt	4%	-3
Entry for `Cc1noc(C)c1CSCC(=O)N1CCN(c2ccc(F)cc2)CC1` : -2%	-3%	0%	11µM*	?	-7%	1%	-27%	?	-14%	2
